# Bioassay records deposited in PubChem by The Scripps Research Institute Molecular Screening Center.
# CHO-K1 Ca PAM – nonselective calcium activators in parental CHO-K1 cells, primary screen, counter-screen for M1 PAM project, cell-based, Fluo-8 calcium fluorescence, full deck, 1536-well. 360,000 compounds, 0.02% hits. ATP EC20; 0% at ATP EC20, 100% at ATP max. AID 602247, 2012. activation, % at 3 µM;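 active = activation above the run cutoff, the mean activation of all test compounds plus 3 SD, cut at about 40% in these data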;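 also: peak over basal fluorescence ratio in a 140 s read after ATP addition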
# M5 PAM – human M5 muscarinic receptor positive allosteric modulators, primary screen, CHO-K1 cells, Fluo-8 calcium fluorescence. CHO-K1 hM5, ACh EC20 PAM; 0% = ACh EC20, 100% = ACh EC100. activation, % at 3 µM. 360,000 compounds, 0.3% hits. AID 624038, 2012;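 active = activation above the run cutoff, the mean activation of all test compounds plus 3 SD, cut at about 18% in these data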
# Target sequence (P08912 whole entry, looked up): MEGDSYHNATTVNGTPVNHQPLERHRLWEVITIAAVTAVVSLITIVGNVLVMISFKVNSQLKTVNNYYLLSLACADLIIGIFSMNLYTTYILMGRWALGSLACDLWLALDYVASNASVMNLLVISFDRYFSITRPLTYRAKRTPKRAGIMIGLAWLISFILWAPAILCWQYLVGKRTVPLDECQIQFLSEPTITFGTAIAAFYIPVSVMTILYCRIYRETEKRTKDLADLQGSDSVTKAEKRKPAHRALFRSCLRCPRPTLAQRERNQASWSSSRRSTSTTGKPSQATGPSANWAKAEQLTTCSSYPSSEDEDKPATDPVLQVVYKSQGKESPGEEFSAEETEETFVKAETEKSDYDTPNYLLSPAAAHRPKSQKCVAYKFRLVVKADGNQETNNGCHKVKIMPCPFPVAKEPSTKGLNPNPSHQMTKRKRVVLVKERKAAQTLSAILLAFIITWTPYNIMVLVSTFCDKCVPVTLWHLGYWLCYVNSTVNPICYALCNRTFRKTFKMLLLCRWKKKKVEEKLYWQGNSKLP
#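 Test system: CHO-K1 hM5 cells / Doses: single-point, 3 µM nominal / Times: Post-acetylcholine fluorescence recording 140 s / Technique: Fluo-8 calcium fluorescence / Measure: Max/basal fluorescence ratio as % of EC20–EC100 ACh window / Benchmarks: low control EC20 acetylcholine (0%), high control EC100 acetylcholine (100%) / Replicates: one well per compound, no replicates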
# M5 antag – human M5 muscarinic receptor antagonists, primary screen, CHO cells, Fluo-8 calcium fluorescence; inhibition, % at 3 µM; CHO-hM5 cells, ACh EC80; Muscarinic acetylcholine receptor M5 (Homo sapiens), P08912; 360,000 compounds, 0.59% hits;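 active = inhibition above a per-plate cutoff, the mean of that plate's test compounds plus 3 SD, cut at about 27% in these data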;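 also: 0% = acetylcholine EC80 with DMSO and 100% = DMSO without agonist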
# CHO-K1 Ca antag – nonselective inhibitor or artifact in parental CHO-K1 cells; 360,000 compounds, 0.6% hits; inhibition, % at 3 µM; ATP-induced calcium, Fluo-8 fluorescence; AID 602250;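 active = inhibition above a per-plate cutoff, the plate's mean sample inhibition plus 3 SD, cut at about 24% in these data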;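 also: 0% = DMSO plus EC80 ATP and 100% = DMSO alone without ATP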
# CHRM5 agonist – human M5 muscarinic receptor agonists, primary screen, CHO-K1 cells, Fluo-8 calcium fluorescence; AID 624037, 2012; Muscarinic acetylcholine receptor M5 (Homo sapiens), P08912; CHO-K1 hM5 cells; 0% DMSO wells, 100% maximal acetylcholine response; activation, % at 3 µM; 360,000 compounds, 0.19% hits;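 active = activation above the run's mean over test compounds plus 3 SD, cut at about 23% in these data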;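 also: signal is peak over basal fluorescence ratio across the kinetic read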
# M1 ag parental – counter-screen for M1 agonists: effect in parental CHO-K1 cells | Fluo-8 calcium fluorescence; scaled to maximal ATP response, vehicle zero | activation, % at 3 µM | 360,000 compounds, 0.48% hits | AID 602248, 2012; in the data active = activation above about 15%;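 also: untransfected CHO-K1 host cells lacking M1 receptor as counterscreen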
# M4 PAM – human M4 muscarinic receptor positive allosteric modulators, primary screen, CHO-K1 cells, Fluo-8 calcium fluorescence. CHO-K1 hM4/Gqi5, ACh EC20; 0% = ACh EC20, 100% = maximal ACh. activation, % at 3 µM. 360,000 compounds, 0.4% hits;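 active = activation above its plate's cutoff, the mean activation of sample wells plus 3 SD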; also: some results filed as inactive read as strong as hits
# Target sequence (P08173 whole entry, looked up): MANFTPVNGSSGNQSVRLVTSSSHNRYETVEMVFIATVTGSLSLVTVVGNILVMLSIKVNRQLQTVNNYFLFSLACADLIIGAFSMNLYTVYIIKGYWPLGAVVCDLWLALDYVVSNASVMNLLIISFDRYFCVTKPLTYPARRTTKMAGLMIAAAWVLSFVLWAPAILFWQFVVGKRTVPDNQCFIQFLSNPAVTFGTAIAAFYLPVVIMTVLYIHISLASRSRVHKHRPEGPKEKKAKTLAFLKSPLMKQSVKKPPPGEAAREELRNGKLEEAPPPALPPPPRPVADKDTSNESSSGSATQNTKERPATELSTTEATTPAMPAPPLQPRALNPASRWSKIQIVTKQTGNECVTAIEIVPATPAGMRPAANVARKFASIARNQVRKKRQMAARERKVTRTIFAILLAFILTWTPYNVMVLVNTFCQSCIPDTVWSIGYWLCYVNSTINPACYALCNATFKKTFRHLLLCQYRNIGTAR
# M4 ag – human M4 muscarinic receptor agonists, primary screen, CHO-K1 cells, Fluo-8 calcium fluorescence. Muscarinic acetylcholine receptor M4 (Homo sapiens), P08173. CHO-K1 hM4/Gqi5; vehicle 0%, full acetylcholine response 100%. activation, % at 3 µM. 360,000 compounds, 0.14% hits;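 active = activation above the run mean over all test wells plus 3 SD, cut at about 32% in these data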;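 also: peak over basal fluorescence ratio per well then scaled between controls; 0% = DMSO wells and 100% = acetylcholine at EC100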
# M4 antag – human M4 muscarinic receptor antagonists, primary screen, CHO cells, Fluo-8 calcium fluorescence. inhibition, % at 3 µM. CHO-hM4 cells, ACh EC80. 360,000 compounds, 0.73% hits. Muscarinic acetylcholine receptor M4 (Homo sapiens), P08173;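 active = inhibition above its plate's cutoff, the mean inhibition of sample wells plus 3 SD, cut at about 27% in these data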;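 also: 0% = acetylcholine EC80 with DMSO and 100% = DMSO without agonist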
# The depositor's hits bear a star.
SMILES,CHO-K1 Ca PAM,M5 PAM,M5 antag,CHO-K1 Ca antag,CHRM5 agonist,M1 ag parental,M4 PAM,M4 ag,M4 antag
Cc1ccc(NNC(=O)CCc2ccccc2)c(C)c1,-4.6,-4.7,16.6,2.7,-1.1,0.3,0.0,-0.2,2.7
O=C(NCc1ccccc1)C1CCCN(S(=O)(=O)c2cccs2)C1 (stereo unspecified),5.4,-3.8,12.0,-17.0,-1.0,0.6,7.4,1.7,11.8
O=C(Cn1sc2ccccc2c1=O)Nc1ccc(F)cc1,5.5,1.4,-4.9,3.0,4.9,6.1,-2.6,14.9,6.5
O=C(O)CSc1cc(NS(=O)(=O)c2ccc(Br)cc2)c2ccccc2c1O,0.4,-0.2,-0.5,-3.5,1.9,0.7,0.0,2.5,-3.5
Cc1ccc(CN2CCCCC2C(=O)Nc2ccc(Oc3cccnc3)cc2)o1 (stereo unspecified),10.0,-2.1,-4.4,1.5,-6.5,1.8,-10.1,1.1,5.1
O=C1C2CCCCN2C(=O)N1CCN1CCN(c2ccc(F)cc2)CC1 (stereo unspecified),-1.5,-7.0,7.6,1.1,-3.4,0.5,-4.8,-0.3,-0.4
COC(=O)C1CC23C=CCN4CCC5(c6ccccc6NC15C2C)C43 (stereo unspecified),-1.1,-4.9,5.2,-14.4,-3.2,0.6,0.5,0.9,3.0
O=S(=O)(Nc1ccccc1)c1ccc(-c2csnn2)cc1,6.5,-9.9,10.1,1.8,-10.5,6.1,-7.4,5.2,12.3
COc1cc(C2N=C(c3ccccc3)NO2)cc(Br)c1O (stereo unspecified),1.2,-11.6,7.8,2.2,-2.0,-0.2,5.6,1.0,1.6
CC1(C(=O)NS(=O)(=O)c2cccc(OC(F)F)c2)CCN1C(=O)Cc1cccs1 (stereo unspecified),2.0,-1.9,3.0,11.3,0.8,-0.4,0.8,0.8,-5.7
C[N+]1(CCCOC(=O)C2(c3ccccc3)CCCC2)CCOCC1,-7.0,-18.5,87.3*,6.7,-5.9,-0.1,-39.0,0.6,78.3*
Cc1cccc(Oc2ncnc3onc(C)c23)c1C,29.3,2.1,3.9,-13.4,-3.0,0.1,9.1,-0.1,2.2
O=C(CCCn1c(=O)c2sccc2n(Cc2ccc(F)cc2)c1=O)NCc1ccco1,23.3,-6.5,3.7,-13.3,0.1,2.2,-4.5,7.2,-8.7
CCN1CCN(C(=S)NCC2CCCO2)CC1 (stereo unspecified),22.8,3.7,5.8,-12.9,0.1,0.3,2.2,0.5,-4.7
Cc1ccc(C)c(OCCC(=O)NNC(=O)Cn2nc(C)cc2C)c1,8.9,-2.7,2.1,1.6,-0.7,0.4,7.8,2.0,-28.4
CCOC(=O)c1sc2nccc(OC)c2c1N=CN(C)C,1.5,-10.8,25.6,6.9,0.3,1.6,2.2,6.3,1.1
O=S(=O)(/C=C/c1ccccc1)Nc1ccc(N2CCOCC2)cc1,4.6,-7.1,3.5,-9.3,1.2,0.4,2.2,3.0,-0.4
O=C1CCN(S(=O)(=O)c2cccs2)c2ccc(C(F)(F)F)cc2N1,20.9,8.6,-8.4,-6.0,-2.8,1.2,2.6,1.9,-0.7
O=C(OCC(=O)c1ccc[nH]1)C1=COCCO1,8.5,6.0,1.2,-16.9,2.9,0.4,7.6,1.3,-0.7
O=C(OC1CCOC1=O)c1cncc(Br)c1 (stereo unspecified),-1.2,-3.8,-2.0,-4.3,-4.0,0.1,-3.5,-0.3,2.5
Cc1ccc(S(=O)(=O)N2CCCCC2)cc1NC(=O)COC(=O)Cc1c(F)cccc1Cl,3.4,-3.5,4.8,7.2,-2.1,3.8,3.7,7.6,-4.5
Cc1ccc(NC(=O)C(C)Sc2nnc(C)n2CC2CCCO2)cc1 (stereo unspecified),8.9,7.2,-10.5,-2.4,-4.7,0.4,9.6,1.4,-3.1
CC1(C)CC(=O)C2=C(C1)OC1=C(C(=O)CC(C)(C)C1)C2c1ccc(O)c([N+](=O)[O-])c1,16.9,-4.7,14.1,-6.4,-1.6,0.1,2.5,0.6,7.3
C/C(=N\NC(=O)Cn1ccc(C(F)(F)F)n1)c1ccc2c(c1)OCO2,3.3,5.8,8.4,-13.5,-3.2,0.7,-3.5,-0.1,-3.2
COC(=O)C1=C(C)N(Cc2ccccc2)C(=NCc2ccccc2)N[C@H]1c1cccc(F)c1,18.7,-2.9,5.1,-5.2,1.7,6.7,0.5,15.5,23.7
CCOC(=O)c1sc(NC(=O)C2CC(=O)N(c3ccc4c(c3)OCCO4)C2)nc1C (stereo unspecified),12.4,-4.7,5.4,-13.1,-2.8,1.8,2.5,3.8,4.8
COc1ccccc1NC(=O)C(=O)NCCCN1CCCC1=O,17.6,1.7,5.0,3.4,1.0,0.6,4.2,1.1,-16.3
COCCN(C(=S)Nc1ccccc1C)C(C)c1cccs1 (stereo unspecified),18.4,-2.3,5.0,-4.9,-2.6,-0.5,6.9,-0.1,-5.4
CCOc1cc(C2C(C(=O)OCC(C)C)=C(C)N=C3SCCC(=O)N32)ccc1OC(C)=O (stereo unspecified),2.2,4.9,-2.1,15.2,1.9,-0.1,10.3,0.2,-3.0
COc1ccccc1N1CCN(C(=O)c2ccc(-c3ccc(Cl)cc3)o2)CC1,27.7,-11.1,8.4,-9.6,-4.1,0.0,3.5,5.7,1.5

# Among those listed so far, 2 contain a CF3 group:
SMILES,CHO-K1 Ca PAM,M5 PAM,M5 antag,CHO-K1 Ca antag,CHRM5 agonist,M1 ag parental,M4 PAM,M4 ag,M4 antag
O=C1CCN(S(=O)(=O)c2cccs2)c2ccc(C(F)(F)F)cc2N1,20.9,8.6,-8.4,-6.0,-2.8,1.2,2.6,1.9,-0.7
C/C(=N\NC(=O)Cn1ccc(C(F)(F)F)n1)c1ccc2c(c1)OCO2,3.3,5.8,8.4,-13.5,-3.2,0.7,-3.5,-0.1,-3.2

# More records
SMILES,CHO-K1 Ca PAM,M5 PAM,M5 antag,CHO-K1 Ca antag,CHRM5 agonist,M1 ag parental,M4 PAM,M4 ag,M4 antag
CC(C)(C)c1ccc(-n2ncc3c2CCCC3NC(=O)CN2CCCCC2=O)cc1 (stereo unspecified),-26.6,8.4,-14.9,6.7,1.1,3.4,-1.9,3.0,1.2
CCCCCCCC1(C)NC(=O)N(CC(=O)Nc2cc(C)on2)C1=O (stereo unspecified),-3.8,3.1,3.7,-11.1,2.2,0.2,-2.2,1.8,-1.4
O=CN1CCCN(C(=O)CC2C(=O)NCCN2Cc2cccc(Oc3ccccc3)c2)CC1 (stereo unspecified),-1.5,7.2,-2.6,-9.9,-2.6,0.1,0.7,1.7,3.9
CCN(CC(=O)Nc1ccc2c(c1)OCCO2)c1nc(-c2cccnc2)nc2ccccc12,-1.2,-26.7,13.2,-3.2,-2.9,2.4,-4.3,8.7,1.5
CN(C)CCNC(=O)c1csc(Nc2cccc3ccccc23)n1,8.4,4.7,12.5,-12.1,-8.7,0.5,5.8,1.6,-6.6
CCCCC(CC)C(=O)NCCCN1CCN(CCCNC(=O)C(CC)CCCC)CC1 (stereo unspecified),4.5,-1.3,-4.2,4.5,-8.0,-0.1,-9.3,-0.7,33.6*
CCc1nnc(NC(=O)CCc2ccccc2OC)s1,-13.6,13.8,2.8,1.4,-2.0,-0.4,-4.6,-0.3,2.6
Cc1c(C(=O)NC(C)c2ccccc2)c(-c2ccccc2)nn1-c1ccccc1 (stereo unspecified),-8.1,-2.6,0.8,9.4,-8.0,0.6,-6.3,2.0,0.6
CCOc1ccc(-n2cc(C(=O)Nc3cccc(OC)c3)c3cc(OC)c(OC)cc3c2=O)cc1,6.8,-3.7,-0.2,-9.7,0.6,2.1,1.3,6.7,-5.1
Cc1ccc(NC(=O)CCNS(=O)(=O)c2ccccc2F)cc1S(=O)(=O)N1CCOCC1,2.3,-4.7,0.4,-4.5,2.2,1.3,-0.9,1.9,-6.8
C=CCn1c(SCc2ccccc2F)nc2cc(C(=O)O)ccc2c1=O,7.0,-3.1,8.6,-3.0,-1.1,0.4,-5.0,0.3,21.9
C[C@H](N)c1nnc(SCC(=O)N(C)C)o1,12.2,0.8,-4.2,-10.5,4.3,0.4,2.2,0.0,-2.9
Cc1ccccc1CCNC(=O)C1CCCN(c2cnccn2)C1 (stereo unspecified),-1.0,-2.6,5.3,-8.6,-0.9,1.1,-1.3,2.4,2.1
Cc1ccccc1-c1ccc(Nc2ccc(N3CCOCC3)cc2)nn1,20.4,-4.2,5.9,-6.2,1.4,1.2,-4.9,2.0,2.6
CCOC(=O)N1CCN(c2cc(NCCC(=O)O)c3c4c(onc24)-c2ccccc2C3=O)CC1,4.3,-9.3,7.0,4.2,1.9,0.3,1.3,3.3,2.7

# 3 entries picked at random from the list so far, as already listed:
SMILES,CHO-K1 Ca PAM,M5 PAM,M5 antag,CHO-K1 Ca antag,CHRM5 agonist,M1 ag parental,M4 PAM,M4 ag,M4 antag
CCc1nnc(NC(=O)CCc2ccccc2OC)s1,-13.6,13.8,2.8,1.4,-2.0,-0.4,-4.6,-0.3,2.6
O=C1CCN(S(=O)(=O)c2cccs2)c2ccc(C(F)(F)F)cc2N1,20.9,8.6,-8.4,-6.0,-2.8,1.2,2.6,1.9,-0.7
O=C1C2CCCCN2C(=O)N1CCN1CCN(c2ccc(F)cc2)CC1 (stereo unspecified),-1.5,-7.0,7.6,1.1,-3.4,0.5,-4.8,-0.3,-0.4

# More records follow.
SMILES,CHO-K1 Ca PAM,M5 PAM,M5 antag,CHO-K1 Ca antag,CHRM5 agonist,M1 ag parental,M4 PAM,M4 ag,M4 antag
COc1cc(Br)cc(/C=C/c2ccc3cccc(O)c3n2)c1O,-0.9,-4.9,0.7,-7.3,-4.2,0.7,-0.3,1.1,-13.0
CC(C)NC(=O)CCCn1c(=S)[nH]c2cc3c(cc2c1=O)OCO3,-2.2,-1.9,-2.8,4.8,1.2,-0.1,-4.0,-0.4,13.1
CCCc1[nH]n(-c2nc3ccccc3s2)c(=O)c1C=NCCCOC,14.5,6.3,0.7,-13.4,0.0,0.6,8.4,1.4,0.0
CC1CC2=C(NC(=S)NC2c2ccccc2F)/C(=C/c2ccccc2F)C1 (stereo unspecified),13.8,-0.5,0.7,-3.3,-1.6,0.1,-4.1,-1.2,9.6
Cc1cc(NS(=O)(=O)c2ccc(NC(=O)CCCOc3ccc(Cl)cc3)cc2)no1,-5.6,-7.6,1.0,18.0,-0.3,-0.3,4.7,0.1,-5.0
Cc1ccc(NC(=O)CN(c2ccccc2)S(=O)(=O)N(C)C)cc1,14.6,0.4,9.1,-14.7,-1.7,0.5,0.6,1.4,5.7
CCO[C@@H]1OC(C(=O)N2CCN(Cc3ccccc3)CC2)=C[C@H](c2cn(C(C)=O)c3ccccc23)[C@H]1CCCO,6.1,1.5,13.0,-7.8,-0.4,3.5,0.3,11.0,-12.0
COc1cc(N/C(=N/S(=O)(=O)c2ccccc2)c2ccccc2)ncn1,-6.0,-4.5,1.5,25.0*,0.1,-0.3,-1.8,1.3,4.9
CC1CCc2c(C(=O)NCc3cccnc3)csc2C1 (stereo unspecified),5.0,9.5,-11.4,14.8,-1.6,-0.6,8.3,0.8,-9.0

# Rows are unselected. Share with any hit: about 2.7%.
